CHO-K1 Ca antag: nonselective inhibitor or artifact in parental CHO-K1 cells; ATP-induced calcium, Fluo-8 fluorescence; inhibition, % at 3 µM; actives 0.6% (n = 360,000); AID 602250;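 active means inhibition above a per-plate cutoff, the plate's mean sample inhibition plus 3 SD, cut at about 24% in these data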;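 further: 0% = DMSO plus EC80 ATP and 100% = DMSO alone without ATP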
TAAR1 agonist: human TAAR1 agonism; activation, % at 3 µM; AID 624467; actives 0.99% (n = 360,000); CHO RD-HGA16 TAAR1, Fluo-8 calcium fluorescence; vehicle wells 0%, saturating PEA agonist 100%;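 active means activation above the mean activation of all test compounds in the run plus 3 SD, cut at about 38% in these data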
Target sequence (Q96RJ0 whole entry, looked up): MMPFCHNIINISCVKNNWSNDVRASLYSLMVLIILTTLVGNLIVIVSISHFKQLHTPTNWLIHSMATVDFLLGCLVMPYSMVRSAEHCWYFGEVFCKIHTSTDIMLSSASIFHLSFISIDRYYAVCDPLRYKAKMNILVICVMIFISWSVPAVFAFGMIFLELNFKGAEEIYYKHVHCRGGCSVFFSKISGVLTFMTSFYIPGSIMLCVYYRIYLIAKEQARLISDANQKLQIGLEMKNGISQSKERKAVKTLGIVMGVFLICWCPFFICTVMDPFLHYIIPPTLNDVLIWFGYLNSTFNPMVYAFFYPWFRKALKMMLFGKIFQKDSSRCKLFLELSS
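Repeats: no replicates (n 1) | Material: CHO-derived RD-HGA16 cells with stable Gα16 and human TAAR1 | Technique: Kinetic Fluo-8 calcium fluorescence | Schedule: 17-24 h seeding, 75 min 37 °C dye, 30 min RT | Evaluation: % activation from peak over basal fluorescence ratio, DMSO-to-PEA scaled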
M1 ag parental: nonselective activator or artifact in parental CHO-K1 cells; AID 602248; actives 0.48% (n = 360,000); activation, % at 3 µM; Fluo-8 calcium fluorescence; scaled to maximal ATP response, vehicle zero; in the data active means activation above about 15%;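 further: untransfected CHO-K1 host cells lacking M1 receptor as counterscreen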
CHO-K1 Ca PAM: M1 PAM counterscreen hit in parental CHO-K1 cells; actives 0.02% (n = 360,000); AID 602247; ATP EC20, Fluo-8 calcium fluorescence; 0% at ATP EC20, 100% at ATP max; activation, % at 3 µM;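 active means activation above the run cutoff, the mean activation of all test compounds plus 3 SD, cut at about 40% in these data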;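 further: peak over basal fluorescence ratio in a 140 s read after ATP addition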
OXTR potentiator: human OXTR potentiation; P30559; CHO-OTR cells, Fluo-8 calcium fluorescence, potentiator mode; 0% = oxytocin EC15, 100% = EC100; activation, % at 3 µM; actives 0.061% (n = 320,000); AID 2445;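 active means activation above that plate's cutoff, the mean activation of tested compounds plus 3 SD, cut at about 6.6% in these data, passing the limit was not always enough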;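 further: 100% uses oxytocin at 75 nM as the full agonist control; some results filed as inactive read as strong as hits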
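test system = CHO-OTR cells, human receptor | compound = single-point 3.0 µM | schedule = 6 min compound pre-incubation at room temperature, 100 s kinetic read | signal = Fluo-8 no-wash calcium dye fluorescence, excitation 470-495 nm, emission 515-575 nm | repeats = single well per compound, singlicate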
M1 ag: agonists of human M1 muscarinic receptor. P11229. CHO-K1 hM1, Fluo-8 calcium fluorescence, agonist mode; 0% DMSO, 100% acetylcholine EC100. activation, % at 3 µM. actives 0.33% (n = 360,000);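 active means activation above the run's mean compound activation plus 3 SD, cut at about 16% in these data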;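 further: peak over basal fluorescence ratio within a 140 s kinetic read after compound addition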
TAAR1 antagonist: human TAAR1 antagonism. Q96RJ0. CHO RD-HGA16 TAAR1, Fluo-8 calcium fluorescence, antagonist. inhibition, % at 3 µM. actives 1.5% (n = 360,000). AID 624466;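 active means inhibition above a per-plate cutoff, the mean inhibition of test compounds on that plate plus 3 SD, cut at about 49% in these data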;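 further: 0% = DMSO plus EC80 beta-PEA response and 100% = DMSO alone without agonist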
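Material: CHO RD-HGA16 cells bearing hTAAR1; compound dosing: one-point dosing, 3 µM nominal final; schedule: dye loading 75 min at 37 °C, then 30 min room temperature; measured by: calcium fluorescence with Fluo-8; control set: vehicle and agonist controls; replication: n of 1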
V1R ag counter: activates human V1a receptor in oxytocin agonist counter-screen. activation, % at 3 µM. CHO-V1R cells, Fluo-8 calcium fluorescence, agonist mode; 0% DMSO, 100% 3 nM vasopressin. P37288. AID 2797. actives 0.25% (n = 320,000);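 active means activation above the mean activation of all tested compounds plus 3 SD, per screening run, cut at about 20% in these data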;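 further: signal is peak over basal fluorescence ratio across a 100 second FLIPR read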
Target sequence (P37288 whole entry, looked up): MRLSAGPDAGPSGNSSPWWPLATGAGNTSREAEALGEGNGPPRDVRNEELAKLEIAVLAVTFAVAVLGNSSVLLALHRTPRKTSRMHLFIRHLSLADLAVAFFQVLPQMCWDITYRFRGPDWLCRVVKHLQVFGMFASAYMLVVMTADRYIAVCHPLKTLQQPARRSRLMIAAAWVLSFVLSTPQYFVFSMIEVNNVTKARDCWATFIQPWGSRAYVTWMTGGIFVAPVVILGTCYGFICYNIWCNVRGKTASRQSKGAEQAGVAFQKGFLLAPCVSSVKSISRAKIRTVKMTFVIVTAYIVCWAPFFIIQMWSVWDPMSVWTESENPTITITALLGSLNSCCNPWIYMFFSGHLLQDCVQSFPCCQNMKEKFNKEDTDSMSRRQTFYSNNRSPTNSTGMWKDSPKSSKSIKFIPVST
CHO parental Ca: counter-screen: ATP calcium response change in parental CHO cells | parental CHO-K1, ATP-induced calcium, Fluo-8 fluorescence | inhibition, % at 5.6 µM | actives 0.63% (n = 330,000) | AID 463079;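 active means inhibition above that plate's mean sample inhibition plus 3 SD, cut at about 26% in these data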;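 further: 0% = ATP-challenged DMSO wells and 100% = DMSO wells without ATP; some compounds past the cut are filed as inactive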
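Assay system: parental CHO cells; Read-out basis: percent inhibition of ATP-evoked calcium rise, normalized to controls; Benchmarks: ATP and no-ATP DMSO wells; Compound dosing: single nominal dose of 5.6 µM per compound; Signal: Fluo-8 calcium dye fluorescence; Also added: ATP as calcium-mobilizing challenge; Repeats: singlicate.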
An asterisk follows results filed as active; nt = not tested or not shown. Not all compounds are listed; rates above refer to the full screens.

# | structure | CHO-K1 Ca antag | TAAR1 agonist | M1 ag parental | CHO-K1 Ca PAM | OXTR potentiator
1 | CCOC(=O)c1ccccc1C(=O)OCC | -4 | -1 | 1.1 | 16 | 0
2 | Cc1ccccc1OCCCn1cc(C(=O)C(=O)N2CCOCC2)c2ccccc21 | -17 | 4 | 7.8 | 14 | -19
3 | COc1ccccc1OCC#CCN1CCCC(C)C1 (stereo not drawn) | -9 | 4 | 0.4 | 7 | -12
4 | COc1cccc(-c2nc3ccc(N4CCN(C)CC4)cc3[nH]2)c1 | -13 | 1 | 0.2 | 22 | 0
5 | COc1cccc(CNCCc2ccc3c(c2)OCO3)c1OC | -6 | 8 | 1.1 | 11 | -4
6 | c1ccc(CCN2CCC3(CC2)OCCO3)cc1 | 1 | 0 | -0.1 | -2 | -3
7 | CCCCCCn1c(=O)c(C(=O)Nc2ncccc2C)c(O)c2ccccc21 | -1 | 106* | 0.2 | 11 | -21
8 | COc1ccc(C(=O)C2CCCN(Cc3ccon3)C2)c(OC)c1 (stereo not drawn) | 6 | 1 | 0.0 | -5 | -10
9 | O=C(O)C(Br)CBr (stereo not drawn) | 5 | 2 | -0.3 | -13 | -8
10 | CC(=O)Nc1ccc(S(=O)(=O)NC(CC(=O)N2CCC3(CC2)OCCO3)C(C)C)cc1 (stereo not drawn) | -13 | -1 | 0.7 | 19 | -4
11 | COc1cc2occc2c2oc(=O)ccc12 | -1 | 9 | -0.3 | 4 | 4
12 | COC(=O)C1=CO[C@@H](C)[C@@H]2CN3CC[C@@]4(C(=O)Nc5ccccc54)[C@@H]3C[C@H]12 | -11 | 5 | 1.2 | 14 | -6
13 | O=c1cccc2n1CC1CC2CN(Cc2cccc(Cl)c2Cl)C1 (stereo not drawn) | -10 | 10 | 2.2 | 16 | -7
14 | OCC12CO[C@@H]3c4ccccc4[C@H](OC1)N32 (stereo partly drawn) | -3 | 6 | 0.3 | 4 | -6
15 | COc1ccccc1CN1CCN(C(=O)COc2ccccc2)CC1 | -16 | 3 | 0.1 | 23 | -3

# | M1 ag | TAAR1 antagonist | V1R ag counter | CHO parental Ca
1 | -4 | -2 | 2.2 | -11
2 | -2 | -7 | -0.1 | -7
3 | -6 | 4 | 0.6 | -6
4 | -1 | -8 | -0.5 | -7
5 | -8 | 8 | 0.7 | -13
6 | -4 | -16 | 0.7 | -2
7 | 6 | 74* | 46* | 20
8 | -8 | 1 | 1.9 | -13
9 | -1 | 4 | 0.5 | -11
10 | -5 | 3 | 0.6 | -21
11 | -8 | -9 | 0.5 | -11
12 | 0 | -7 | -0.2 | -14
13 | -3 | -10 | -0.6 | -22
14 | -3 | -7 | 1.1 | 5
15 | -5 | 6 | 1.0 | -10

New compounds follow
# | structure | CHO-K1 Ca antag | TAAR1 agonist | M1 ag parental | CHO-K1 Ca PAM | OXTR potentiator
16 | CCN(CC)P(c1n(C)cc[n+]1C)N(CC)CC | 2 | 3 | 0.3 | -5 | -5
17 | Cc1nc2cc(C(F)(F)F)ccc2n1C1CCN(Cc2nnnn2CCc2ccccc2)CC1 | 16 | 13 | 3.0 | -6 | -8
18 | Nc1ccc(C(=O)N/N=C2/CN3CCC2CC3)cc1 | -20 | 13 | 0.7 | 14 | 0
19 | COc1ccccc1CC(=O)N1CCN(CCc2ccccc2)CC1 | 25* | 4 | 0.6 | -24 | -17
20 | COc1ccc(Oc2c(C)oc3cc(OC(=O)N(C)C)ccc3c2=O)cc1 | -12 | 10 | 5.1 | 21 | -11
21 | Cc1ccc(-n2c(C)cc(/C=C3\C(=O)NC(=O)N(C)C3=O)c2C)cc1C | 5 | 12 | 0.8 | 17 | -17
22 | O=C(Nc1ccccc1Cl)OC1CN2CCC1CC2 (stereo not drawn) | -8 | 0 | 4.7 | 15 | -2
23 | CC/C(=N\Nc1ccccc1)c1c(O)n(-c2ccc(OC)cc2)c(=O)[nH]c1=O | -1 | 0 | 5.6 | -7 | -7
24 | CCN(CC)CCN=Cc1c(O)n(Cc2ccco2)c(=O)[nH]c1=O | -2 | 1 | 0.4 | 7 | -7
25 | O=c1[nH]c2ccccc2n1C1CCN(Cc2ccc(-c3[nH]c4cc5ncnc5cc4nc3-c3ccccc3)cc2)CC1 | 2 | 5 | 3.1 | -2 | nt
26 | CCOC(=O)C1(c2ccccc2)CCN(CCC(=O)Nc2ccc(F)cc2)CC1 | -12 | 10 | 6.6 | 16 | -9
27 | CN1CCN(c2cc(N3CCCC3)c([N+](=O)[O-])cc2F)CC1 | -7 | 1 | 0.9 | 23 | -5
28 | CC1CCN(C(=O)COC(=O)c2cn(C)c3ccccc23)CC1 | -2 | 5 | 0.0 | -3 | -3

# | M1 ag | TAAR1 antagonist | V1R ag counter | CHO parental Ca
16 | -7 | 0 | 0.0 | -12
17 | -2 | 25 | 15 | -5
18 | -1 | -2 | 1.4 | 0
19 | -4 | -11 | 0.4 | 0
20 | -4 | -22 | 1.5 | -15
21 | -4 | 10 | 1.3 | -12
22 | -4 | 4 | 1.4 | -10
23 | -2 | -8 | 1.9 | -15
24 | -5 | 7 | 0.7 | -11
25 | nt | 67* | nt | nt
26 | -5 | -16 | 4.6 | -14
27 | -4 | 2 | 0.2 | -6
28 | -4 | -18 | -0.7 | -14

Structures from the list above that contain a Cl atom:
# | structure | CHO-K1 Ca antag | TAAR1 agonist | M1 ag parental | CHO-K1 Ca PAM | OXTR potentiator
13 | O=c1cccc2n1CC1CC2CN(Cc2cccc(Cl)c2Cl)C1 (stereo not drawn) | -10 | 10 | 2.2 | 16 | -7
22 | O=C(Nc1ccccc1Cl)OC1CN2CCC1CC2 (stereo not drawn) | -8 | 0 | 4.7 | 15 | -2

# | M1 ag | TAAR1 antagonist | V1R ag counter | CHO parental Ca
13 | -3 | -10 | -0.6 | -22
22 | -4 | 4 | 1.4 | -10

Of the compounds above, 3 contain fluorine.
# | structure | CHO-K1 Ca antag | TAAR1 agonist | M1 ag parental | CHO-K1 Ca PAM | OXTR potentiator
17 | Cc1nc2cc(C(F)(F)F)ccc2n1C1CCN(Cc2nnnn2CCc2ccccc2)CC1 | 16 | 13 | 3.0 | -6 | -8
26 | CCOC(=O)C1(c2ccccc2)CCN(CCC(=O)Nc2ccc(F)cc2)CC1 | -12 | 10 | 6.6 | 16 | -9
27 | CN1CCN(c2cc(N3CCCC3)c([N+](=O)[O-])cc2F)CC1 | -7 | 1 | 0.9 | 23 | -5

# | M1 ag | TAAR1 antagonist | V1R ag counter | CHO parental Ca
17 | -2 | 25 | 15 | -5
26 | -5 | -16 | 4.6 | -14
27 | -4 | 2 | 0.2 | -6

High-throughput results (PubChem)
